Screening results as filed in PubChem BioAssay.
KAT2A inh = inhibitors of human GCN5L2 histone acetyltransferase; Q92830; GCN5L2 HAT assay, ThioGlo1 CoA-SH fluorescence; Potency, µM (series often up to 58.9 µM), without a hit: top-dose activity change, negative = inhibition, actives largely listed as inhibitors; 0.21% of 390,000 active; AID 504327
Target sequence (Q92830 whole entry, looked up): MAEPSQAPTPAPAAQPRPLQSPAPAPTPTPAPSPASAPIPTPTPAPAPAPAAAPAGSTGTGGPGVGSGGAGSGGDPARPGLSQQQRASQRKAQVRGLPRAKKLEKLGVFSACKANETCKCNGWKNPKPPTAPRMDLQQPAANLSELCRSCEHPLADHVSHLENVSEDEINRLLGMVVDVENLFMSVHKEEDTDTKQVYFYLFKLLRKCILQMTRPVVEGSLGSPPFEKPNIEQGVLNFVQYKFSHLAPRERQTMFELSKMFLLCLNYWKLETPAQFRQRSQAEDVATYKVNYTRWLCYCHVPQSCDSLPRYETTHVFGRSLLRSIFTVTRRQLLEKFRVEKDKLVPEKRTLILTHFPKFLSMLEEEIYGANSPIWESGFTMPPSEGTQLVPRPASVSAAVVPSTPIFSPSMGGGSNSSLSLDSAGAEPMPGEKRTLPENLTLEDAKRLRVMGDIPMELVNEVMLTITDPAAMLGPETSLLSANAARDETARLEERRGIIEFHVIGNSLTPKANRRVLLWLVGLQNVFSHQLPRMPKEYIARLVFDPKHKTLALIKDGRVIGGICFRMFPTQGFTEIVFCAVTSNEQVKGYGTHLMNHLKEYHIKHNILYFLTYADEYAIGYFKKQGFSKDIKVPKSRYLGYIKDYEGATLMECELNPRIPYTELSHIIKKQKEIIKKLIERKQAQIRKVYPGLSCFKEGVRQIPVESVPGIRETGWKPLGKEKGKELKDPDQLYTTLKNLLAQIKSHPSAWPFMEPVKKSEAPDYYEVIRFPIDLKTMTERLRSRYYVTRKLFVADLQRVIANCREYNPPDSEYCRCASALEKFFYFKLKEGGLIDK
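GCN5L2 (20nM final) in 50mM HEPES, 0.1mM EDTA pH 7.5, 0.01% Tween-20 was preincubated 15 min at room temperature with compound, then given ThioGlo1 (50uM), H3(1-25) peptide (75uM) and acetyl-CoA (70uM); CoA-thiol fluorescence (Ex340/Em540) was read at 0 and 20 min.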
TDP1 cell noCPT = qHTS for Inhibitors of human tyrosyl-DNA phosphodiesterase 1 (TDP1): qHTS in cells in absence of CPT; 15% of 420,000 active; Potency, µM (series often up to 46.2 µM), inactives show at the top dose activity change, negative = growth inhibition, actives largely listed as inhibitors; AID 686978, 2013; DT40 Tdp1-/- hTDP1 cells, no CPT, ATP luminescence, 48 h; also: nearly all actives have a fitted effect of over 55% in size
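Luminescent ATP content (CellTiter-Glo) served as the growth readout. Knockout chicken DT40 cells expressing human TDP1 were exposed to compounds without camptothecin for a minimum 48 hr at 37 °C.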
DT40 TDP1 CPT = growth inhibition of DT40 Tdp1-/-;hTDP1 cells with camptothecin (screen for TDP1 inhibitors); 12% of 420,000 active; chicken DT40 Tdp1-/-;hTDP1 cells + 20 nM CPT, ATP luminescence, 48 h; Potency, µM (doses to about 46.2 µM), inactives show at the highest dose activity change, negative = growth inhibition, usual class: inhibitors; also: nearly all actives have a fitted effect of over 55% in size
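Chicken DT40 Tdp1-/- cells complemented with human TDP1, 400 cells/well, exposed to compounds plus 20 nM camptothecin for at least 48 h at 37 C; viability read as ATP content by CellTiter-Glo luminescence.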
The depositor's hits bear a star; ? = inconclusive; . = not tested or not shown; [ ] = remark or other dose. Calls follow the shape of the dose curve; as a rule, active = well fitted curve in the direction sought with a large enough effect; inconclusive = small, poorly fitted or top-dose-only effect, or another doubt; inactive = no such curve, though single readings can be large; an effect the other way counts as inactive or inconclusive. % is scaled to controls: 0 for no effect and ±100 for the full control effect; potency is read from the fitted curve at half-maximal effect. Only part of the results is shown. The share of hits here may be higher or lower than overall.

SMILES	KAT2A inh	TDP1 cell noCPT	DT40 TDP1 CPT
O=C(Nc1ccc2c(c1)OCCO2)C1c2ccccc2OCC(=O)N1Cc1ccccc1 (stereo unspecified)	.	1%	-22%
O=C(c1cc2nc(-c3ccc(Cl)cc3)cc(C(F)(F)F)n2n1)N1CCOCC1	2%	-8%	?
Cc1ccc(Sc2c(C)[nH]n(C(C)(C)C)c2=O)cc1	-30%	-11%	-24%
Cc1ccc(NC2c3ncccc3C(=O)N2Cc2ccco2)c(C)c1 (stereo unspecified)	-7%	5%	-17%
O=C(O)C1=CC[C@@H](c2ccc(Cl)cc2)N(S(=O)(=O)c2ccc(Cl)cc2)[C@H]1c1ccc(F)cc1	-25%	-8%	-26%
C=CCC(CC=C)(CNC(=O)C(=O)Nc1ccc(C)cc1)c1ccccc1	1%	-22%	-23%
COc1ccccc1CN1CCC2(CC1)CCN(C(=O)c1cccc(F)c1)CC2	12%	1%	-3%
CCN(CC)C(=O)C1=C(C)N(Cc2ccc(F)cc2)C(=O)C(CC(=O)NCc2ccco2)C1 (stereo unspecified)	.	-26%	-16%
CCOC(=O)C1CCN(C(=O)c2ccccc2NC(=O)c2ccc(Br)cc2)CC1	4%	3%	-14%
O=C(NC(O)C(=O)c1ccccc1)c1cccs1 (stereo unspecified)	-9%	?	?
Cn1cc2ccc(N)cc2n1	-1%	8%	8%
CCCCC(=O)NNC(=O)N1c2ccccc2Sc2ccccc21	4%	-4%	1%
CCNc1sc(C(=O)c2cccs2)c(N)c1-c1nc2ccccc2s1	-5%	?	?
O=C(COC(=O)CCSc1ccccc1)NCc1ccccc1	-11%	-20%	3%
COc1ccc(Br)cc1/C=N/NC(=O)c1ccc(OC)c(OC)c1	-14%	-27%	-11%

Look-ups from the entries so far:
Cc1ccc(NC2c3ncccc3C(=O)N2Cc2ccco2)c(C)c1 (stereo unspecified) in TDP1 cell noCPT reads 5%
CCOC(=O)C1CCN(C(=O)c2ccccc2NC(=O)c2ccc(Br)cc2)CC1 in KAT2A inh reads 4%
CCNc1sc(C(=O)c2cccs2)c(N)c1-c1nc2ccccc2s1 in KAT2A inh reads -5%

Continued:
SMILES	KAT2A inh	TDP1 cell noCPT	DT40 TDP1 CPT
CC(=O)C1=C(C)NC(SCC(=O)c2ccc(F)cc2)=C(C#N)C1CC(C)C (stereo unspecified)	-19%	?	?
CC(C)=C1SC(N2CCN(c3ccc(C)c(Cl)c3)CC2)=NC1=O	-5%	?	-1%
COc1cccc(NC(=O)CCN2CCN(C)CC2)c1	-4%	-2%	-13%
COC(=O)c1cc2n(n1)CCN(Cc1ccccc1F)C2=O	-5%	1%	3%
O=C(Nc1ccc(-c2nc3ccccc3[nH]2)cc1)c1c(F)c(F)c(F)c(F)c1F	3%	-7%	-2%
CCCNC(=O)Cc1c(OC)ccc2cc(Br)ccc12	0%	-26%	-26%
CC1=C(C(=O)OCc2ccccc2)C(c2ccccc2)NC(=O)N1CCCC(=O)O (stereo unspecified)	-2%	-27%	-16%
O=C(Nc1nnc(Cc2ccc(Cl)cc2)s1)c1ccncc1	2%	-10%	-16%
O=c1c(-c2ccccc2)nc2cncnc2n1Cc1ccc(F)cc1	-29%	21µM*	?
O=C(O)c1ccccc1Nc1ccc([N+](=O)[O-])cc1C(=O)O	-5%	0%	16%
O=C(Nc1ccc(Br)cc1)c1ccc2c(c1)OCO2	-5%	13%	-9%
O=C1C(=O)N(Cc2cccnc2)C(c2cccc([N+](=O)[O-])c2)/C1=C(/O)c1ccc2c(c1)OCO2 (stereo unspecified)	-22%	4%	-11%
COc1ccccc1/C=C/C(=O)OCC(=O)c1cc(C)n(C)c1C	-9%	?	?
CC1(C)[C@H]2CC[C@]1(C)[C@H](O)C2	.	-8%	10%
O=C(NCc1nc(-c2ccccc2)no1)Nc1ccc(F)cc1	-5%	-12%	1%

Two compounds picked at random from the list so far:
SMILES	KAT2A inh	TDP1 cell noCPT	DT40 TDP1 CPT
O=C(Nc1ccc(Br)cc1)c1ccc2c(c1)OCO2	-5%	13%	-9%
O=c1c(-c2ccccc2)nc2cncnc2n1Cc1ccc(F)cc1	-29%	21µM*	?

Next records:
SMILES	KAT2A inh	TDP1 cell noCPT	DT40 TDP1 CPT
CN(Cc1nc(-c2cccnc2)no1)S(=O)(=O)c1ccc2ccccc2c1	0%	-29%	-6%
O=C(Nc1ccc(Br)cc1F)c1cccnc1	4%	-15%	?
COc1ccccc1C(=O)Nc1ccc2nc(SCC(=O)N(C)C)sc2c1	2%	?	-29%
CCN(CC)CCNC(=O)C1CCCN(c2nnc(C)c3c(C)n(-c4ccc(Cl)cc4)nc23)C1 (stereo unspecified)	-3%	?	?
COc1cc(C(C)=O)ccc1OCC(=O)Nc1cc(C)on1	-2%	-10%	-5%
CC1=C(c2ccccc2)[N+](=O)C2(CCCC2)N1[O-]	-3%	7%	-20%
CCc1noc(C)c1C(=O)Nc1nc2ccc(OC)cc2s1	-10%	?	14%
CCCCCOc1ccc(C(=O)OCC(=O)Nc2cc(C)c(C)cc2[N+](=O)[O-])cc1	-12%	-12%	1%
Cc1cccc(C)c1NC(=O)C1CCN(S(=O)(=O)c2cccc3nsnc23)CC1	-4%	-28%	?
COc1ccc(CCNS(=O)(=O)c2ccc(N3CCCCS3(=O)=O)cc2)cc1	4%	21µM*	23µM*
O=C1CC(SC(=Nc2ccccc2)Nc2ccccc2)C(=O)N1c1cccc(Cl)c1 (stereo unspecified)	-12%	18µM*	?
O=C(Cn1c(=O)n(Cc2ccco2)c(=O)c2ccccc21)Nc1cccc(F)c1	-2%	?	?
Cc1ccc(CNC(=O)C2COc3ccccc3C2)cc1 (stereo unspecified)	-10%	-22%	0%
CCCc1c(C(=O)Nc2cc(C(C)(C)C)on2)cnn1-c1ccccc1	-5%	-29%	-14%
CC(Sc1nnc(CC(C)c2ccccc2)n1N)C(N)=O (stereo unspecified)	-6%	3%	1%
Cc1cc(C)c(S(N)(=O)=O)c(C)c1-n1cnnn1	0%	-7%	0%
Cc1cccc(C(=O)N2c3ncnn3C3(CCCCC3)[C@@H]3CCCC[C@@H]32)c1	-2%	23µM*	?
Clc1cccc(-c2nc3c4ccccc4ccn3c2Cc2ccsc2)c1	.	?	?
Cc1ccc(NC(=O)CN2C(=O)C(c3ccc(F)cc3)=NC2(C)C)c(C)c1	0%	-22%	-4%
CCc1cc(=O)oc2c(C)c(OCC(=O)N3CCC(C(=O)O)CC3)ccc12	-11%	?	-12%
Cc1snc(S(=O)(=O)/C(C#N)=N/Nc2ccc(C(F)(F)F)cc2)c1C#N	-13%	-27%	-15%
CCOc1ccc(C(=O)N(Cc2ccc(N(C)C)cc2)C2CCS(=O)(=O)C2)cc1 (stereo unspecified)	0%	-14%	0%
O=S(=O)(c1ccccc1)c1cnc(-c2cccnc2)nc1-c1ccccc1	-8%	-22%	-29%
CCOc1ccc(OCc2ccc(C(=O)N3CCOCC3)cc2)cc1	-6%	6%	-26%
CC(C)OC(=O)c1cc(C(=O)c2cc(F)ccc2O)coc1=N	-5%	-16%	-22%
Cc1ccc(CN2CCc3nc(N4CCN(C)CC4)ncc3C2)cc1	1%	?	?
COc1ccc(C(C(=O)NC2CCCC2)N(C(=O)c2ccoc2C)c2ccccc2)cc1 (stereo unspecified)	-4%	?	?
Cc1nn(C(C)(C)C)c(OC(=O)C2CCCC2)c1S(=O)(=O)c1ccccc1	50%[activator]	?	?
Cc1c(O)cc(O)c2c(=O)c(-c3ccc(O)cc3)coc12	0%	-11%	0%
O=C1/C(=C/c2ccc(N3CCOCC3)o2)SC(=Nc2ccccc2)N1CCc1c[nH]c2ccccc12	1%	2.1µM*	2.9µM*
Oc1ccc(/C=C/c2cnccn2)cc1	1%	?	?
C[C@@H]1C[C@H]2[C@@H]3CCC4=CC(=O)C=C[C@]4(C)[C@@]3(F)[C@@H](O)C[C@]2(C)[C@@]1(O)C(=O)COC(=O)c1cccc(S(=O)(=O)O)c1	.	-15%	-2%
O=C(O)CNS(=O)(=O)c1ccc2c(c1)Cc1cc(S(=O)(=O)NCC(=O)O)ccc1-2	-2%	0%	1%
Nc1ccc(NC(=O)NC2CCCCC2)cc1[N+](=O)[O-]	27%	-8%	-10%
CC(C)Cn1c(N)c(C(=O)COC(=O)C2CCCCC2)c(=O)n(C)c1=O	-5%	18µM*	16µM*
O=C(CCNC(=O)c1ccc(Br)cc1)Nc1ncccc1O	.	17%	-14%
Cc1ccc(C)c(N2CCN(c3nc4ccccc4c4nc(-c5cccnc5)nn34)CC2)c1	1%	-27%	-16%
Cc1cccc(OCCSc2nc3ccc(NC(=O)COc4ccccc4C)cc3s2)c1	-7%	-17%	-21%
C[C@@H]1CN([C@@H](C)CO)C(=O)c2cccc(NS(=O)(=O)c3cccs3)c2O[C@H]1CN(C)Cc1ccc(C(F)(F)F)cc1	-9%	?	16µM*
CCOC(=O)c1nn(-c2ccc(Cl)cc2)c(C)cc1=O	1%	2%	-16%
CN(C)c1ccc(CC2C(=O)Nc3ccccc32)cc1 (stereo unspecified)	2%	?	?
CCOc1cc(N2CCOCC2)c(OCC)cc1NC(=O)CN1C(=O)NC(C)(C2CC2)C1=O (stereo unspecified)	-1%	9%	4%
Cc1cccc(NC(=O)/C(C#N)=C/c2ccc(F)cc2)n1	34%	-13%	-5%
CC(C)(C)NC(=O)C(c1ccc(-c2ccccc2)cc1)N(C[C@H]1CC[C@@H]([C@@H]2CC[C@H](CO)O2)O1)C(=O)c1ccc(-c2ccccc2)cc1 (stereo partly specified)	-11%	15µM*	?
Cc1ccsc1/C=N/NC(=O)C1CC(=O)N(c2ccc(F)cc2)C1 (stereo unspecified)	3%	-30%	-15%

Some entries already given, showing only KAT2A inh:
| structure | KAT2A inh |
| --- | --- |
| Oc1ccc(/C=C/c2cnccn2)cc1 | 1% |
| O=C(O)CNS(=O)(=O)c1ccc2c(c1)Cc1cc(S(=O)(=O)NCC(=O)O)ccc1-2 | -2% |

Complete entries, looked up by structure. Order of screens: KAT2A inh	TDP1 cell noCPT	DT40 TDP1 CPT
`C[C@@H]1CN([C@@H](C)CO)C(=O)c2cccc(NS(=O)(=O)c3cccs3)c2O[C@H]1CN(C)Cc1ccc(C(F)(F)F)cc1` as listed: -9%	?	16µM*
`Nc1ccc(NC(=O)NC2CCCCC2)cc1[N+](=O)[O-]` as listed: 27%	-8%	-10%
`CCOC(=O)c1nn(-c2ccc(Cl)cc2)c(C)cc1=O` as listed: 1%	2%	-16%

(continued)
SMILES	KAT2A inh	TDP1 cell noCPT	DT40 TDP1 CPT
CCN1CCN(C(CC(C)C)c2nnnn2CS(=O)(=O)c2ccc(C)cc2)CC1 (stereo unspecified)	16%	-18%	8%
Cc1cccc(C(=O)OCC(=O)NCC(C)C)c1O	2%	-2%	15%
COc1ccc(N2CCN(C(=O)CNC(=O)c3cccc(Br)c3)CC2)cc1	-4%	15µM*	?
CCOC(=O)[C@@H]1[C@H]2COc3ccc(Br)cc3[C@@H]2N2C(=O)N(c3ccccc3)C(=O)[C@]12C	-9%	-18%	-5%
Cc1ccc(NC(=O)CSc2nnc3n2CCCCC3)cc1	30%	-13%	-26%
CC(=O)Nc1ccc(S(=O)(=O)Nc2nc3ccccc3nc2-n2ccc(=NC(=O)c3ccc(F)cc3)cc2)cc1	-11%	8%	6%
S=C(Nc1ccccc1Cl)N1CCOCC1	-2%	1%	12%
Cc1ncc([N+](=O)[O-])n1S(=O)(=O)c1ccc2c(c1)OCCO2	.	-27%	1%
COC(=O)c1cc(NC(=O)c2cnc(SC)nc2-c2ccccc2)cc(C(=O)OC)c1	-10%	?	?
CC(=O)c1ccc(NC(=O)c2noc3c2CCC3)cc1	?	10%	2%
CCN(CC)C(=O)Oc1nnc(SC(C)C)n1-c1ccc(Cl)cc1	-1%	?	?
CCCNS(=O)(=O)c1ccc(CCC(=O)NCCc2ccc(OC)c(OC)c2)cc1	-6%	5%	-3%
CCCC(C)C(=O)Nc1ncc(S(=O)(=O)c2ccc([N+](=O)[O-])cc2)s1 (stereo unspecified)	-7%	?	15µM*
NC(=O)C1(NC(=O)[C@@H]2CC3(CC(c4cccc(NC(=O)[C@@H]5CCC(=O)N5)c4)=NO3)CN2C(=O)c2ccccc2)CC1 (stereo partly specified)	1%	-1%	-2%
CCOC(=O)CC1Sc2ccccc2NC1=O (stereo unspecified)	-2%	-5%	-18%
O=C(NNc1c(F)c(F)cc(F)c1F)c1ccc(Cl)nc1	-5%	-13%	8%
C[C@H](CO)N1C[C@H](C)[C@@H](CN(C)C(=O)Nc2ccnc(N3CCOCC3)c2)OCc2cnnn2CCCC1=O	.	6%	-4%
CCOC(=O)Nc1cccc(NC(=O)c2ccccc2F)c1	2%	-25%	-2%
O=C(NCC1CCCO1)c1ccc2c(=O)n(-c3ccc(F)cc3)c(=S)[nH]c2c1 (stereo unspecified)	-8%	-3%	-3%
